Source: PubChem
C8 TRAIL sens: caspase-8 TRAIL sensitization; NB7+C8 cells + TRAIL, ATPlite viability luminescence; inhibition (viability loss, TRAIL sensitization), % at 10 µM; AID 624354; hit rate 1% among 360,000;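 active = compounds causing at least 50% loss of cell viability in the single-dose screen, relative to plate controls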
TWEAK Fn14 block: blocks TWEAK-Fn14 interaction in a reporter cell assay. TWEAK-stimulated Fn14 reporter cells, luciferase luminescence, 8 h. inhibition, % at 10 µM. hit rate 2% among 360,000. AID 1159606; in the data active = inhibition above about 50%
HIF-2a inh: inhibitors of HIF-2a | hit rate 0.72% among 360,000 | 786-0 RCC cells HIF-2a reporter, luciferase luminescence, overnight | inhibition, % at 18.8 µM | AID 624352;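 active = inhibition of the luminescence signal of 40% or more relative to plate controls, in a single-dose primary screen at 18.75 µM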
NR2E3 ag-1: agonists of human NR2E3 nuclear receptor; inhibition of corepressor binding, % at 3.98 µM; Q9Y5X4; CHO-S Gal4-NCOR/VP16-NR2E3 two-hybrid, luciferase; AID 602229; hit rate 0.35% among 360,000;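 active = inhibition above the mean of all tested compounds plus 3 SD, cut at about 70% in these data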;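 also: 0% = DMSO with NR2E3 transfected cells and 100% = cells lacking NR2E3 construct; higher means lower luciferase signal from less NR2E3 corepressor binding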
Target sequence (Q9Y5X4 whole entry, looked up, the tested form may be a part): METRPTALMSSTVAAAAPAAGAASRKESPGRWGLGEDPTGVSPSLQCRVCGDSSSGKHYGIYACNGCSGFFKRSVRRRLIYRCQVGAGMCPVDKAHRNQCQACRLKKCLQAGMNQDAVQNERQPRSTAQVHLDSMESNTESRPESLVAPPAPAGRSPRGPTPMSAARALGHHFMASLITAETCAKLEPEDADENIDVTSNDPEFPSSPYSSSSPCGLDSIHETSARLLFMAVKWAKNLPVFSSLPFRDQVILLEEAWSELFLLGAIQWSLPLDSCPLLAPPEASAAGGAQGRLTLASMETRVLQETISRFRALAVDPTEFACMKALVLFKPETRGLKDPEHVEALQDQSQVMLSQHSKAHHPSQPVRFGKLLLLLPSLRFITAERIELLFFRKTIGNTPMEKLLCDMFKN
CF NFkB inh: inhibitors of cystic fibrosis induced NF-kB. KKLEB NF-kB-GFP reporter, PAF-induced, GFP fluorescence overnight. inhibition, % at 5 µM. hit rate 0.86% among 360,000. AID 588850;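 active = at least 50% inhibition at 5 µM, scaled per plate between neutral and stimulator controls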;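 also: PAF is a Pseudomonas aeruginosa culture filtrate used as stimulus; plate controls were PAF-stimulated DMSO wells for no effect and unstimulated DMSO wells for full effect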
NR2E3 ag-2: NR2E3 (human) agonism; GST-NR2E3/biotin-RetCOR TR-FRET, 1536-well; AID 2300; hit rate 0.12% among 320,000; inhibition of corepressor binding, % at 4.78 µM;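 active = percent inhibition above the cutoff of mean plus 3 SD of all tested compounds, set per screening campaign, cut at about 20% in these data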;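 also: 0% = DMSO wells and 100% = biotin wells as full block of FRET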
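Test system – NR2E3–RetCOR corepressor complex · Quantity – NR2E3 fusion 1.35 nM · Buffer or medium – Tris pH 7.5 · Incubation – Compound–protein incubation for 5 h at 4 °C · Technique – TR-FRET, Eu(K)-anti-GST donor, streptavidin-D2 acceptor, ex 340, em 617/671 nm · Evaluation – percent inhibition of 671/617 nm emission ratio versus biotin and DMSO controls · Plate – 1536-well format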
TROY NFkB inh: blocks TROY-dependent signaling in reporter cells. Q293 LMP1-TROYcd NF-kB luciferase reporter, 4 h. inhibition, % at 10 µM. hit rate 0.98% among 360,000. AID 1347056;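 active = compounds whose plate-normalised and pattern-corrected inhibition of the luciferase reporter signal at the single screening dose is 50% or more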
Peg3 promoter: inhibitors of Peg3 promoter; inhibition, % at 20 µM; HeLa PEG-Prom luciferase reporter, luminescence, overnight; hit rate 1.7% among 360,000; AID 588405;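 active = inhibition of at least 50% at 20 µM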
MITF TRPM1 inh: inhibitors of MITF-driven TRPM1 promoter in melanoma cells; hit rate 0.83% among 330,000; AID 488899; inhibition, % at 12.5 µM; SK-MEL-5 TRPM1 promoter luciferase, 24 h;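 active = mean inhibition across replicates of 60% or more, whatever share of single replicates reaches that level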; also: values of inactives mirror those of a sister screen read the other way
Shn3 3UTR inh: inhibitors of Schnurri-3 3'UTR reporter in osteoblasts; AID 588674; inhibition, % at 12.5 µM; hit rate 0.52% among 360,000; Clone20 osteoblast Shn3 3'UTR firefly luciferase, 24 h;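 active = mean inhibition of at least 75% with every replicate also reaching 75%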;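 also: 0% = median of neutral control wells and 100% = pilot-screen positive control compound; some compounds past the cut are filed as inactive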
KKLEB cytotox: reduces viability of KKLEB cystic fibrosis airway cells; KKLEB CF airway cells viability, ATPlite luminescence, overnight; active compounds read low; cells stimulated with P. aeruginosa culture filtrate; activity change (cytotoxicity), % at 5 µM; hit rate 0.36% among 360,000; AID 602141;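 active = corrected activity change at or below -50% at 5 µM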
Active calls of the source: *; . = no result given. Not all compounds are listed; rates above refer to the full screens.

SMILES	C8 TRAIL sens	TWEAK Fn14 block	HIF-2a inh	NR2E3 ag-1	CF NFkB inh	NR2E3 ag-2	TROY NFkB inh	Peg3 promoter	MITF TRPM1 inh	Shn3 3UTR inh	KKLEB cytotox
Cc1noc(NS(=O)(=O)c2ccc(NC(=O)CCCOc3ccc(Cl)cc3Cl)cc2)c1C	10	-8	16	-7	-19	1	10	13	6	-6	4
O=C1C=C(c2ccc(-c3ccccc3)cc2)C[C@@H](c2ccc(Cl)cc2)C1	8	-23	-45	6	0	1	-19	-6	-18	-9	0
COCc1cc(=O)[nH]c(=S)[nH]1	5	6	8	-11	7	-3	12	4	-4	-28	3
Cc1ccc(N2CCN(CCCCN3C(=O)C4CCCN4C3=O)CC2)cc1 (stereo not drawn)	-4	-14	13	-16	8	-2	2	8	0	12	-2
Oc1oc(-c2ccccc2)nc1C=NCc1ccncc1	-2	-10	-3	-11	3	0	-8	-4	-2	-2	0
O=C(COC(=O)CCC(=O)c1ccc(F)cc1)Nc1ccc2[nH]c(=O)[nH]c2c1	0	7	9	16	-21	1	-4	13	-6	9	5
CC(C)(C)c1ccc(S(=O)(=O)NC(=O)C2(C)CCN2C(=O)Cc2ccc(Cl)cc2Cl)cc1 (stereo not drawn)	-19	6	-1	2	-11	.	5	-2	.	15	4
O=C(C1CCCN(S(=O)(=O)c2cccc3nonc23)C1)N1CCN(c2ccccc2)CC1 (stereo not drawn)	17	14	9	-19	-7	0	6	6	-7	37	-9
CCC(=O)N1Cc2cc(C(=O)Nc3nccs3)nc(-c3cccc(-c4ccccc4OC)c3)c2[C@H]1CCO	13	2	-35	-12	.	.	-3	.	.	.	.
COc1ccc2c(c1)CCc1cn3nc(C)cc3nc1-2	3	27	4	-28	28	1	0	3	3	14	4
CCOC(=O)c1[nH]c(COC(=O)c2ccccc2NC(=O)c2ccco2)c(C(=O)OCC)c1C	-2	-14	10	-18	7	-2	12	3	10	2	-11
Cc1nn(C(C)C(=O)Nc2ccccc2Cl)c(=O)c2nn(-c3ccccc3)c(C)c12 (stereo not drawn)	13	-36	16	5	2	-5	0	9	13	6	4
Cc1ccc(C)c(OCc2cc(C(=O)NC3CCOC(C)(C)C3)no2)c1 (stereo not drawn)	16	-17	-112	-64	-3	3	-19	-163	-16	-70	-5
Cc1nc(-c2ccccn2)sc1C(=O)Nc1ccc(F)cc1F	-7	-34	-202	-100	1	0	-96	-235	-58	-27	1
CC(C)NC(=O)c1cc(C2CCCCN2C(=O)c2ccccc2)on1 (stereo not drawn)	17	-18	6	8	-2	.	-30	4	.	1	-7
COC(=O)c1ccc2nc(-c3ccco3)c(Cc3ccc(C)cc3)n2c1	2	37	-13	10	-3	.	0	-52	.	-2	13
CCCCCC(=O)Nc1ccc(N2CCN(C(=O)CCC)CC2)cc1	-9	-9	-7	-5	11	0	3	3	4	5	-5
O=C(Nc1nnc(SCc2cccnc2)s1)C1CC(=O)N(c2ccccc2)C1 (stereo not drawn)	0	-6	2	17	-16	1	-13	8	-4	-7	-1
C=CCn1cc(C(=O)OC)c(=O)c2cc(S(=O)(=O)N(CC)CC)ccc21	-14	-2	2	17	13	-3	0	19	8	-14	-8
C[C@@H]1CN([C@@H](C)CO)C(=O)CCCn2nncc2CO[C@H]1CN(C)Cc1cccc2c1OCCCO2	-2	-1	-2	-21	10	.	1	-1	.	2	-5
CCn1c(-c2ccccc2)ccc(C#N)c1=O	-17	-7	-2	-17	6	-5	-9	1	-3	14	-2
COc1ccccc1CNC(=O)CCCn1nc(C)c2c(C)n(-c3ccccc3)nc2c1=O	15	3	9	-22	-3	2	-14	10	8	12	12
Cc1ccc2[nH]c(=O)c(CN(Cc3ccccc3Cl)C(=O)N3CCOCC3)cc2c1	11	-9	4	-7	7	-2	0	14	1	14	0
O=C(CN1CCc2ccccc2C1)Nc1ccc(F)cc1F	-8	-31	3	-28	23	2	-11	12	4	16	-19
COc1ccc(CCNCC(O)COc2cccc(Br)c2)cc1 (stereo not drawn)	-3	2	21	-27	27	2	16	74*	-3	1	-8

15 neighbouring entries out of the list so far, quoted:
SMILES	C8 TRAIL sens	TWEAK Fn14 block	HIF-2a inh	NR2E3 ag-1	CF NFkB inh	NR2E3 ag-2	TROY NFkB inh	Peg3 promoter	MITF TRPM1 inh	Shn3 3UTR inh	KKLEB cytotox
CCOC(=O)c1[nH]c(COC(=O)c2ccccc2NC(=O)c2ccco2)c(C(=O)OCC)c1C	-2	-14	10	-18	7	-2	12	3	10	2	-11
Cc1nn(C(C)C(=O)Nc2ccccc2Cl)c(=O)c2nn(-c3ccccc3)c(C)c12 (stereo not drawn)	13	-36	16	5	2	-5	0	9	13	6	4
Cc1ccc(C)c(OCc2cc(C(=O)NC3CCOC(C)(C)C3)no2)c1 (stereo not drawn)	16	-17	-112	-64	-3	3	-19	-163	-16	-70	-5
Cc1nc(-c2ccccn2)sc1C(=O)Nc1ccc(F)cc1F	-7	-34	-202	-100	1	0	-96	-235	-58	-27	1
CC(C)NC(=O)c1cc(C2CCCCN2C(=O)c2ccccc2)on1 (stereo not drawn)	17	-18	6	8	-2	.	-30	4	.	1	-7
COC(=O)c1ccc2nc(-c3ccco3)c(Cc3ccc(C)cc3)n2c1	2	37	-13	10	-3	.	0	-52	.	-2	13
CCCCCC(=O)Nc1ccc(N2CCN(C(=O)CCC)CC2)cc1	-9	-9	-7	-5	11	0	3	3	4	5	-5
O=C(Nc1nnc(SCc2cccnc2)s1)C1CC(=O)N(c2ccccc2)C1 (stereo not drawn)	0	-6	2	17	-16	1	-13	8	-4	-7	-1
C=CCn1cc(C(=O)OC)c(=O)c2cc(S(=O)(=O)N(CC)CC)ccc21	-14	-2	2	17	13	-3	0	19	8	-14	-8
C[C@@H]1CN([C@@H](C)CO)C(=O)CCCn2nncc2CO[C@H]1CN(C)Cc1cccc2c1OCCCO2	-2	-1	-2	-21	10	.	1	-1	.	2	-5
CCn1c(-c2ccccc2)ccc(C#N)c1=O	-17	-7	-2	-17	6	-5	-9	1	-3	14	-2
COc1ccccc1CNC(=O)CCCn1nc(C)c2c(C)n(-c3ccccc3)nc2c1=O	15	3	9	-22	-3	2	-14	10	8	12	12
Cc1ccc2[nH]c(=O)c(CN(Cc3ccccc3Cl)C(=O)N3CCOCC3)cc2c1	11	-9	4	-7	7	-2	0	14	1	14	0
O=C(CN1CCc2ccccc2C1)Nc1ccc(F)cc1F	-8	-31	3	-28	23	2	-11	12	4	16	-19
COc1ccc(CCNCC(O)COc2cccc(Br)c2)cc1 (stereo not drawn)	-3	2	21	-27	27	2	16	74*	-3	1	-8

Later entries
SMILES	C8 TRAIL sens	TWEAK Fn14 block	HIF-2a inh	NR2E3 ag-1	CF NFkB inh	NR2E3 ag-2	TROY NFkB inh	Peg3 promoter	MITF TRPM1 inh	Shn3 3UTR inh	KKLEB cytotox
COc1cc(C(=O)NNC(=O)c2cccn2C)cc(OC)c1OC	-1	3	1	15	0	2	18	2	2	-8	7
Cc1noc(C)c1CN1C(=O)NC2(CCc3ccccc3C2)C1=O (stereo not drawn)	-9	4	21	-17	-7	-5	-3	9	6	9	-5
CCN(c1ccccc1)S(=O)(=O)c1ccc(OC)c(NC(=O)c2cc(Cl)ccn2)c1	3	-2	9	8	20	.	2	16	21	8	-17
CCC(C)[C@H]1CNCCN1CCc1cccc(F)c1 (stereo partly drawn)	-17	1	8	5	18	-3	-1	0	-13	1	-6
O=C(Nc1ccccc1)OCc1cc(-c2ccc(Cl)cc2)on1	-9	2	-6	-6	3	1	-2	25	4	-7	-2
CC(C)(C)/C=N/NC(=O)CNC(=O)c1ccc2c(c1)OCCO2	-2	5	2	0	1	-2	4	-5	4	-10	1
CC1CCCC(C)N1C(=O)CN1C(=O)C(C)(C)Oc2ccc(C(=O)NC3CCCC3)cc21 (stereo not drawn)	-2	-12	8	-17	4	1	-9	18	4	6	-7
Cc1ccc(/C=N/NC(=O)c2ccncc2)s1	-13	1	0	-30	-6	-4	-16	0	7	.	8
Cc1ccc(NC(=S)Nc2ccc(OC(F)F)c(Cl)c2)cc1F	-1	-1	-111	-16	2	0	-6	-7	1	18	16
COc1cccc(CN2CCN(Cc3ccccc3C(F)(F)F)CC2)c1	-4	-2	20	-11	14	-2	12	2	4	-1	0
NC(=O)CSc1nnc(Cn2cnc3ccccc32)o1	-1	12	18	-17	-6	-2	2	9	-2	-1	5
C=CCN(CC=C)C(=O)COn1nnc2ccc(S(=O)(=O)N3CCOCC3)cc21	19	0	8	-16	18	-2	26	4	-11	3	-17
Cc1[nH]c(=S)c(C#N)c(C)c1CC(=O)c1ccc(Br)cc1	4	12	21	-43	8	4	-2	13	6	13	0
O=C(O)CCCNC1=NCCC1	-3	18	6	-4	-4	3	5	9	-3	-2	-2
Cc1cccc(OCC(=O)N/N=C/c2cccn2C)c1	3	-15	-14	-20	2	2	-9	-2	-1	3	-2
CC(C)Cc1nnc(NC(=O)C23CC4CC(CC(C4)C2)C3)s1	33	11	-49	-23	19	1	-34	-65	-4	-2	-2
O=Nc1ccc(NOC(=O)c2ccccc2Br)cc1	-3	-23	-27	-17	11	-2	-53	-64	-17	-14	-9
O=C(Nc1ccc2oc(-c3ccncc3)nc2c1)c1ccco1	-3	-18	-94	-17	-11	-1	8	-94	-46	-7	9
CCn1ncc(C2=NOC(C(=O)NCCc3ccccc3)C2)c1C (stereo not drawn)	-9	3	-11	7	0	3	0	-10	8	13	-1
COCCCNc1nc2ccccc2nc1NS(=O)(=O)c1cc(Cl)ccc1Cl	5	25	22	-6	6	3	14	26	5	1	-3
Cc1ccc(-c2ccc(C(=O)Nc3ccccc3)o2)c2ccccc12	2	-10	-156	-68	-16	2	-42	-78	-21	-39	-1
CC(C)(C)S(=O)N1Cc2cc(CO)ccc2[C@@H]1CCO (stereo partly drawn)	-7	14	7	-2	-30	.	0	-12	4	-5	18
O=C(c1ccc(N2CCOCC2)nc1)N1CCCCC1	-1	-1	-32	-26	3	-2	-5	-19	-17	-21	-16
COCCNC(=S)N/N=C(\C)c1cccc(OC)c1	5	-32	-17	-20	-12	3	3	3	-5	9	9
CC1=CC(C)C2C(=O)N(c3ccccc3)NC(=O)C2C1 (stereo not drawn)	11	1	21	-7	0	-2	7	11	-3	-14	22
O=C(Nc1ccc(CN2CCCCC2)cc1)Nc1ccc(Br)cc1Cl	9	-29	5	-27	22	3	-14	67*	-35	4	-31
CN(CC(=O)NCc1ccc2c(c1)OCO2)S(=O)(=O)c1ccc(Br)s1	-4	16	2	5	3	-3	4	-8	3	94*	-2
